KAT2A inh – qHTS Assay for Inhibitors of GCN5L2. Histone acetyltransferase KAT2A (Homo sapiens), Q92830. 390,000 compounds, 0.21% hits. GCN5L2 HAT assay, ThioGlo1 CoA-SH fluorescence. Potency, µM (titrated, usually from 58.9 µM), without a hit: top-dose activity change, negative = inhibition, most hits filed as inhibitors
Target sequence (Q92830 whole entry, looked up): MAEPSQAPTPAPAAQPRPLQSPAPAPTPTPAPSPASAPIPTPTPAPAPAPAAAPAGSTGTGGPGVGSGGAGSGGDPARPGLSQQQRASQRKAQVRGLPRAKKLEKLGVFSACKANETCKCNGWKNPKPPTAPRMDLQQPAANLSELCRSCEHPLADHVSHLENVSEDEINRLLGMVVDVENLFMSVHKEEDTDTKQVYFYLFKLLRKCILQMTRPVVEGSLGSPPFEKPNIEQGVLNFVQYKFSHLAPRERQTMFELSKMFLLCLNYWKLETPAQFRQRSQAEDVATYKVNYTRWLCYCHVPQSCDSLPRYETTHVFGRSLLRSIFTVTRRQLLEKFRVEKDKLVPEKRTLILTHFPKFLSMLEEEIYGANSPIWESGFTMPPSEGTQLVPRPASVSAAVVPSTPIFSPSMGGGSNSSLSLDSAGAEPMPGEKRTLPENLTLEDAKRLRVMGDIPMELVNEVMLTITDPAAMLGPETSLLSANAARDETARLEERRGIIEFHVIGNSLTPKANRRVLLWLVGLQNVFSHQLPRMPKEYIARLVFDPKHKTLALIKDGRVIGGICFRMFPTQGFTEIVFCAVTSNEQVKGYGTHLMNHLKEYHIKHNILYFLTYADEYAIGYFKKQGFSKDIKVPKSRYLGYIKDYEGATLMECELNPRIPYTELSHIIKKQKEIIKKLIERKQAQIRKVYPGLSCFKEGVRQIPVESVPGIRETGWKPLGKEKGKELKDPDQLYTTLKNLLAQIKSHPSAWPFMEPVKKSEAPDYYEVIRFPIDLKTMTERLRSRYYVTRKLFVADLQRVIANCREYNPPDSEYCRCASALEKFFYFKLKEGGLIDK
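Compounds, pin-transferred from DMSO stocks, meet 20nM GCN5L2 for 15 min before the reaction begins with H3(1-25) peptide (75uM) and acetyl-CoA (70uM). Thiol-reactive ThioGlo1 reports CoA release over 20 min at room temperature.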
DT40 TDP1 no CPT – qHTS for Inhibitors of human tyrosyl-DNA phosphodiesterase 1 (TDP1): qHTS in cells in absence of CPT; 420,000 compounds, 15% hits; Potency, µM (series often up to 46.2 µM), inactives show at the highest dose activity change, negative = growth inhibition, most hits filed as inhibitors; DT40 Tdp1-/- hTDP1 cells, no CPT, ATP luminescence, 48 h; note: nearly all actives have a fitted effect of over 55% in size
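A cellular qHTS used chicken DT40 cells lacking endogenous Tdp1 but carrying stably transfected human TDP1. Compounds were applied without camptothecin, and cell growth kinetics were judged by ATP-dependent luminescence after ≥48 hr.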
TDP1 inh – qHTS Assay for Inhibitors of Tyrosyl-DNA Phosphodiesterase (TDP1) | Tyrosyl-DNA phosphodiesterase 1 (Homo sapiens), Q9NUW8 | recombinant TDP1, AlphaScreen DNA substrate cleavage | Potency, µM (top dose mostly 130 µM), for the others: top-dose activity change, negative = inhibition, usual class: inhibitors | 350,000 compounds, 0.28% hits | AID 485290, 2010; note: nearly all actives have a fitted effect of over 40% in size
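Recombinant E. coli-expressed Tdp1 (1 nM) preincubated with compound 15 min at RT, then 5'-biotin/3'-phosphotyrosine-FITC DNA substrate (15 nM) added for 5 min. AlphaScreen beads (10 ug/ml) added, 10 min RT; tyrosine-FITC cleavage read as signal loss.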
The depositor's hits bear a star; ? = inconclusive; / = no result given; [ ] = remark or other dose. Calls come from the whole dose curve; as a rule, active = well fitted curve in the direction sought with a large enough effect; inconclusive = small, poorly fitted or top-dose-only effect, or another doubt; inactive = no such curve, though single readings can be large; an effect the other way counts as inactive or inconclusive. % is set by controls: 0 for no effect and ±100 for the full control effect; potency is the fitted concentration of half-maximal effect.

Values in the order: KAT2A inh | DT40 TDP1 no CPT | TDP1 inh
C[C@@H]1CN([C@H](C)CO)C(=O)Cc2cc(NC(=O)CCC(F)(F)F)ccc2O[C@@H]1CN(C)C(=O)NC1CCCCC1
    -3% | -18% | 0%
Cc1ccc(OCCCC(=O)Nc2nc3ccccc3[nH]2)cc1
    -9% | -44% | 4%
Cc1ccc(C2=CC(c3ccccc3C)n3c(nc4ccccc43)N2)cc1 (centres undefined)
    -5% | ? | 9%
CCNC(=S)N1CCN(Cc2ccccc2)CC1
    -2% | 23% | -9%
Cc1cc(C)n2nc(C(=O)OCC(=O)N(Cc3ccccc3)C(C)C)nc2n1
    -4% | -13% | -6%
O=C(O)CCN1C(=O)CC2(CCCCC2)C1=O
    1% | -15% | 4%
CCC(C)N1C(=O)N(c2cccc(Cl)c2)C(C)(O)CC1(C)C (centres undefined)
    -2% | -29% | /
Cc1cc(NC(=O)CCC(=O)N(Cc2ccco2)C(C(=O)NC2CCCC2)c2ccccc2F)no1 (centres undefined)
    -1% | ? | /
COc1cc(OC)cc(C(=O)N[C@H](C(=O)NC2CCCc3ccccc32)C(C)C)c1 (some centres undefined)
    -8% | 16µM* | -3%
O=C(NCCCN1CCOCC1)c1ccc(CS(=O)(=O)c2ccc(Br)cc2)o1
    3% | -5% | 0%
COc1cc(CCC(=O)NNC(=O)c2ccc(Cl)cc2)cc(OC)c1OC
    -27% | 0% | /
c1ccc(Nc2nc(-c3ccccn3)cs2)cc1
    / | 7.3µM* | 5%
Cc1ccc(C(=O)c2oc3ccccc3c2N)cc1
    2% | ? | 2%[56.1 µM]
O=C(c1cccc(Cl)c1)N1CCN(Cc2ccccc2)CC1
    -14% | -25% | 7%
COc1ccc(/C=N/n2cnnc2)cc1Oc1nc(Cl)ncc1F
    0% | 9% | -3%
Cc1cc(C(=O)N/N=C/C=C/c2ccc(Br)cc2)n[nH]1
    1% | 11% | 3%
O=C(O)CSCC(=O)NCc1cccc(C(F)(F)F)c1
    11% | 5% | -5%
O=S(=O)(NCC1CCN(Cc2ccccc2)CC1)c1ccccc1C(F)(F)F
    -8% | -9% | 6%
CCCCN(C(=O)CCC(=O)Nc1cc(C)on1)C(C(=O)NC(C)(C)C)c1cccc(OC)c1OC (centres undefined)
    1% | ? | -2%
COc1cc(CO)cc(Br)c1OCc1cccnc1
    -4% | -10% | 6%
O=C(CCN1C(=O)c2ccccc2S1(=O)=O)Nc1ccccc1O
    0% | -3% | -4%
CCCNC(=O)C1CCN(S(=O)(=O)c2ccc(Br)cc2)CC1
    -5% | -26% | -1%
CC1=C(C(=O)N2CCCC(N3CCN(c4ccccc4C)CC3)C2)OCCO1 (centres undefined)
    -7% | ? | 7%
CC1(C)Cc2c(c(N3CCOCC3)nc3sc(C#N)c(N)c23)CS1
    / | -17% | 4%
CCOc1ccc(C(=O)N(CC(=O)Nc2cccc(C)c2C)CC2CCCO2)cc1OC (centres undefined)
    -4% | -27% | 1%
Cc1ccc(C(=O)NCC#N)cc1
    -3% | ? | 3%
Cc1c(-c2ccc(O)cc2)nn(-c2ccc(O)cc2)c1-c1ccc(OCCN2CCCCC2)cc1
    -25% | 30µM* | 19%[56.1 µM]
Cc1ccccc1C(=O)Nc1cccc(-c2ccc(N3CCOCC3)nn2)c1
    -1% | ? | /
CCc1ccccc1OCC(=O)OCC(=O)Nc1cc(C)on1
    -3% | 12% | 1%
Cc1ccc2c(CC(=O)Nc3c(C(=O)c4ccc(C)c(F)c4)oc4ccccc34)coc2c1
    -5% | ? | 1%

Results in KAT2A inh, for some of the entries so far:
smiles,KAT2A inh
Cc1cc(C)n2nc(C(=O)OCC(=O)N(Cc3ccccc3)C(C)C)nc2n1,-4%
COc1cc(CO)cc(Br)c1OCc1cccnc1,-4%
O=C(CCN1C(=O)c2ccccc2S1(=O)=O)Nc1ccccc1O,0%
C[C@@H]1CN([C@H](C)CO)C(=O)Cc2cc(NC(=O)CCC(F)(F)F)ccc2O[C@@H]1CN(C)C(=O)NC1CCCCC1,-3%

Shown with bars between the fields: entries from further up
smiles | KAT2A inh | DT40 TDP1 no CPT | TDP1 inh
Cc1cc(NC(=O)CCC(=O)N(Cc2ccco2)C(C(=O)NC2CCCC2)c2ccccc2F)no1 (centres undefined) | -1% | ? | /
O=S(=O)(NCC1CCN(Cc2ccccc2)CC1)c1ccccc1C(F)(F)F | -8% | -9% | 6%
COc1cc(CO)cc(Br)c1OCc1cccnc1 | -4% | -10% | 6%

In the list so far, these have an NH in an aromatic ring:
Values in the order: KAT2A inh | DT40 TDP1 no CPT | TDP1 inh
Cc1ccc(OCCCC(=O)Nc2nc3ccccc3[nH]2)cc1
    -9% | -44% | 4%
Cc1cc(C(=O)N/N=C/C=C/c2ccc(Br)cc2)n[nH]1
    1% | 11% | 3%

More results follow:
Values in the order: KAT2A inh | DT40 TDP1 no CPT | TDP1 inh
O=C(OC1CCCCC1=O)c1cccc(S(=O)(=O)NCc2ccccc2)c1 (centres undefined)
    -6% | ? | 2%
CCN(CC)CCNC(=O)CCCCn1c(=S)[nH]c2c([nH]c3ccc(OC)cc32)c1=O
    1% | -3% | -4%
CCCc1nc2oc3cc(OC)ccc3c(=O)c2c(=O)n1Cc1ccco1
    -20% | ? | /
CCCCn1nc(C(=O)N(CCOC)c2c(N)n(CCCC)c(=O)[nH]c2=O)c2ccccc2c1=O
    1% | 18% | 1%
O=C(CN1CCN(C(=O)c2ccco2)CC1)Nc1ccc(Cl)c(C(F)(F)F)c1
    -2% | 16µM* | 0%
CC(C)Oc1cccc(C(=O)Nc2ccc(-c3nc4cc(Cl)cc(Cl)c4o3)cc2)c1
    1% | -17% | -7%[12.3 µM]
COc1ccc(C(C(=O)NC2CCCCC2)N(CC2CCCO2)C(=O)CCCC(=O)Nc2ccccn2)cc1 (centres undefined)
    -7% | -19% | 1%
COc1ccc(Nc2cc(C(=O)NCCCN3CCN(C)CC3)c3ccccc3n2)cc1
    -3% | -28% | 5%
COc1ccc(NC(=O)COc2ccc(S(=O)(=O)NC3CCCCC3)cc2)cc1OC
    -4% | 21µM* | 0%
NS(=O)(=O)c1ccc(NC(=O)/C=C/c2cccc(Cl)c2)cc1
    0% | ? | -3%
COc1nnc(-c2ccc(N3CCCCC3)c(NC(=O)c3ccc(Cl)cc3)c2)c2ccccc12
    2% | -7% | 0%
Cc1ccc(C)n1-c1ccc(C(=O)Nc2ccccc2)cc1
    -3% | 26µM* | 5%
NS(=O)(=O)c1ccc(CCNC(=O)c2cccnc2)cc1
    1% | -21% | 2%
CCOC(=O)c1cnc(SC)nc1N
    -5% | -28% | -4%
O=C(NCCN1CCN(S(=O)(=O)c2ccccc2)CC1)C(=O)Nc1ccc(F)cc1
    -5% | -25% | /
O=C(C(=O)N1CCN(c2ccc(F)cc2)CC1)c1cn(CC(=O)N2CCOCC2)c2ccccc12
    -1% | -13% | 4%
CCCN1CCN(CCCNC(=O)c2ccc3c(=O)n(CCc4ccccc4)c(=O)[nH]c3c2)CC1
    2% | ? | -2%
Cc1ccc(C(=O)Nc2ccc(S(=O)(=O)N3CCCC3)cc2)s1
    -16% | ? | 3%
CCCS(=O)(=O)c1nc(S(=O)(=O)c2ccc(C)cc2)c(NCc2ccccc2Cl)s1
    -14% | -28% | 5%
CCOc1ccccc1-n1c(SCC(=O)N2CCCC2)nnc1-c1ccoc1C
    -1% | -5% | 4%
COc1ccc(CC(=O)Nc2cccc(C)n2)cc1OC
    1% | ? | 0%
Cc1ccc(NS(=O)(=O)c2ccc3c(c2)CCN3C(=O)CCC(=O)O)cc1Cl
    45%[activator] | 30% | /
CCOC(=O)CN1C(=O)N[C@@H](c2cccc(C(F)(F)F)c2)[C@H](C(C)=O)[C@H]1C
    / | ? | 12%[12.3 µM]
O=[N+]([O-])c1cc(CN(CCO)CCO)ccc1O
    -20% | -4% | 3%
COc1ccc(Nc2cc(C(=O)NCCCN(C)Cc3ccccc3)c3ccccc3n2)c(OC)c1
    0% | 13µM* | 9%
CC(C)n1cc(/C(N)=N/O)c(=O)n(Cc2ccccc2)c1=O
    -6% | -2% | 0%
Cc1ccc(N(Cc2ccc(C(=O)NC3CCCCC3)cc2)S(C)(=O)=O)cc1C
    -2% | -26% | 8%
Cc1ccc2nc(/C(C#N)=C/c3ccc(-c4ccc(C(=O)OC(C)C)cc4)o3)[nH]c2c1
    -28% | 5.2µM* | 1%
Cc1cccc(C)c1NC(=O)CNC(=O)CCCc1c[nH]c2ccccc12
    -24% | ? | /
CC(=O)N1CCc2cc(S(=O)(=O)NCCCN3CCCCC3)ccc21
    ? | 22% | 1%

Next section
Values in the order: KAT2A inh | DT40 TDP1 no CPT | TDP1 inh
CCCNC(=O)c1n[nH]c(=O)c2ccccc12
    -2% | -16% | 6%
COc1ccccc1NC(=S)NCc1ccccc1Cl
    -8% | -22% | /
COC(=O)c1ccc(Oc2cc(C)nc(-n3nc(C)cc3C)n2)cc1
    -9% | 0.58µM* | 4%
O=C(NC1CCN(S(=O)(=O)c2ccc(F)cc2)CC1)C1CCCCC1
    2% | 0% | 2%[0.0935 µM]
C=CCn1c(SC(C)CC)nc(O)cc1=O (centres undefined)
    -4% | 2% | ?
N/C(Cc1ccc(Cl)c(Cl)c1)=N\OC(=O)c1ccc(Br)o1
    -2% | 2% | 8%
CCOC(=O)C1C(C)=C(Nc2ccc(OC)cc2)C(=O)N1c1ccc(OC)cc1 (centres undefined)
    1% | -1% | 3%
O=C(CSCCc1ccccn1)Nc1ccccn1
    -1% | -15% | 5%
CCOC(=O)C1(Cc2ccc(OC)cc2)CCN(C(=O)[C@@H]2CCCN2C(C)=O)CC1
    1% | 5% | /
O=C(CN1CCOCC1)Nc1c(Cl)cc(Cl)cc1Cl
    1% | 10% | 0%
CCCN(C(=O)CN1C(=O)NC2(CCCCCC2)C1=O)C1CCS(=O)(=O)C1 (centres undefined)
    -4% | 13% | -7%
COc1cc(C2CC(=O)Nc3c2c(C)nn3-c2nncc(-c3ccc(C)cc3)n2)cc(OC)c1OC (centres undefined)
    -2% | -14% | 9%
CCOc1ccc(S(=O)(=O)Nc2cccc(C(=O)N3CCN(c4cccc(OC)c4)CC3)c2)cc1
    2% | 18µM* | -2%
O=C1CN2CCC1C/C2=C\c1ccnc2c(Cl)cccc12 (centres undefined)
    -2% | ? | 7%
Oc1nc(-c2ccc(Br)cc2)n2ccncc12
    -18% | -24% | 0%
CCOC(=O)c1sc(NC(=O)c2ccc(S(=O)(=O)N3CCOCC3)cc2)cc1C
    2% | ? | 0%

Filtered by structure: the compounds so far containing a CF3 group.
Values in the order: KAT2A inh | DT40 TDP1 no CPT | TDP1 inh
C[C@@H]1CN([C@H](C)CO)C(=O)Cc2cc(NC(=O)CCC(F)(F)F)ccc2O[C@@H]1CN(C)C(=O)NC1CCCCC1
    -3% | -18% | 0%
O=C(O)CSCC(=O)NCc1cccc(C(F)(F)F)c1
    11% | 5% | -5%
O=S(=O)(NCC1CCN(Cc2ccccc2)CC1)c1ccccc1C(F)(F)F
    -8% | -9% | 6%
O=C(CN1CCN(C(=O)c2ccco2)CC1)Nc1ccc(Cl)c(C(F)(F)F)c1
    -2% | 16µM* | 0%
CCOC(=O)CN1C(=O)N[C@@H](c2cccc(C(F)(F)F)c2)[C@H](C(C)=O)[C@H]1C
    / | ? | 12%[12.3 µM]

From PubChem BioAssay

These rows are one share of the data; the hit share may differ from the screen's.
